High-throughput results from PubChem BioAssay.
hERG WT inh: KCNH2 (human, wildtype) channel inhibition; AID 720551; U2OS, BacMam KCNH2, thallium flux FluxOr; hits give low values; activity change, % at 1.84 µM; 0.37% of 340,000 active; Q12809;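 active = maximum activity change below -70%; inconclusive = maximum activity change between -70% and -50%; inactive = maximum activity change above -50%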
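U2OS cells were transduced with wild-type KCNH2 virus (2.03 x 10^8 / mL) for 4 h at room temperature, then cultured overnight at 37 C. Thallium flux was read with FluxOr dye. Rate constants were normalized to DMSO controls.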
Eya2 phos inh: Eya2 (human) phosphatase inhibition. O00167. recombinant Eya2, OMFP fluorescence dephosphorylation (OMFP is methylfluorescein phosphate). Potency, µM (highest dose often 76.9 µM), for the others: at the highest dose activity, negative = inhibition, usual class: inhibitors. 0.006% of 330,000 active. AID 488837; also: potency is read from the fitted curve at half-maximal effect
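Eya2 (0.2 uM) preincubated 10 min at ambient with compound, then OMFP substrate added at 50 uM; 10 min reaction in 50 mM HEPES pH 7.5, 50 mM NaCl, 5 uM MgCl2, 0.05% BSA, 1 mM DTT. Fluorescence read at Ex 485/Em 525 nm.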
Coupling enz: counter-screen for Giardia aldolase inhibitors: coupling enzyme system; coupling enzyme system counterscreen, AmpLite Red fluorescence; activity change, negative = inhibition, % at 58.2 µM, hits read low; 0.67% of 290,000 active; in the data active = activity change below about -30%
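First, compound is pin-transferred into glyceraldehyde-3-phosphate coupling-enzyme reagent at 57.5 uM final and held 10 min at RT. Next, substrate, coupling system and AmpLite Red are added. After 20 min RT, fluorescence (525/598 nm) is read.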
GALK inh: blocks human galactokinase activity; Purified GALK, Kinase-Glo residual ATP luminescence; Potency, µM (titrated, usually from 57.5 µM), inactives show top-dose activity change, negative = inhibition, usual class: inhibitors; 0.007% of 270,000 active; AID 1868; also: potency is read from the fitted curve at half-maximal effect
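Kinase-Glo Plus luminescence measured ATP left after a 1 h room-temperature reaction. The reaction used 5 nM GALK, 100 uM galactose and 35 uM ATP at pH 8.0 (20 mM HEPES, 5 mM MgCl2, 60 mM NaCl, 1 mM DTT, 0.01% BSA).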
uPA surface inh: inhibitors of cell surface uPA generation; 0.31% of 330,000 active; cell surface uPA generation assay, qHTS; Potency, µM (doses to about 38.3 µM), for the others: top-dose activity change, negative = inhibition, usual class: inhibitors; active = well fitted inhibition curve with a large enough effect; inconclusive = small, poorly fitted or top-dose-only effect; inactive = no such curve, though single readings can be large or run the other way; tested in mouse RAW 264.7 cells; also: potency is read from the fitted curve at half-maximal effect; nearly all actives have a fitted effect of over 55% in size
KCNH2 3.1 inh: KCNH2 3.1 (human) potassium channel inhibition. U2OS KCNH2 3.1, thallium flux FluxOr; hits give low values. activity change, % (tested at about 1.8 µM). 0.95% of 340,000 active;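 active = maximum activity change below -70%; inconclusive = maximum activity change from -70% to -50%; inactive = maximum activity change above -50%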;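 also: thallium influx rate constant from kinetic fluorescence after stimulation buffer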
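FluxOr-based Tl+ influx in U2OS cells transduced with KCNH2 3.1 virus; rate constants normalized to DMSO controls.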
Chronic BCR inh: chronic active BCR signaling inhibition | ABC-DLBCL IkBa-CBG/CBR reporter, luminescence ratio, 4 h | Potency, µM (series often up to 46.1 µM), for inactives: at the highest dose ratio change, negative = lower green/red ratio, actives largely listed as inhibitors | 0.05% of 340,000 active | AID 493014; active = well fitted inhibition curve with a large enough effect in the signal ratio, with a control signal flat, not every such curve was filed as active; inconclusive = small, poorly fitted or top-dose-only effect, or effect the other way, or a change in a side signal; the % refers to the signal ratio;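 also: potency is read from the fitted curve at half-maximal effect; plate controls were basal doxycycline-induced cells for no effect and cells given 10 µM MG132 for full effect; MG132 reads +100%, hits lower the ratio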
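Compounds up to 46 uM were incubated four hours with TMD8 cells whose green CBG68 luciferase is fused to IkappaBalpha; red CBR luminescence normalised the signal, and concentration-effect curves were fitted to fusion, red and ratio data.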
Giardia kill: Giardia lamblia killing; Giardia lamblia trophozoite viability; activity change, % at 7.66 µM, hits read low; 0.15% of 340,000 active; AID 540267; in the data active = activity change below about -80%; inconclusive = between about -30% and that limit;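 also: parasites exposed to compound for two days anaerobically before the ATP read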
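Trophozoite viability was measured as ATP-dependent luminescence, read 15-30 min after reagent addition. Before that, parasites at 100 cells/well were exposed to compounds for 48 h, anaerobically, at 37 deg C.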
B2AR arrestin: agonists driving beta-arrestin recruitment to human beta2-adrenergic receptor | P07550 | beta-arrestin recruitment to beta2AR, cell-based reporter | Potency, µM (top dose mostly 46.1 µM), inactives show at the top dose activation, hits mostly activators | 0.02% of 330,000 active | AID 492947;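 also: potency is read from the fitted curve at half-maximal effect; 0% = DMSO controls and full agonism = EC100 isoproterenol or metaproterenol; nearly all actives have a fitted effect of over 65% in size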
Target sequence (P07550 whole entry, looked up): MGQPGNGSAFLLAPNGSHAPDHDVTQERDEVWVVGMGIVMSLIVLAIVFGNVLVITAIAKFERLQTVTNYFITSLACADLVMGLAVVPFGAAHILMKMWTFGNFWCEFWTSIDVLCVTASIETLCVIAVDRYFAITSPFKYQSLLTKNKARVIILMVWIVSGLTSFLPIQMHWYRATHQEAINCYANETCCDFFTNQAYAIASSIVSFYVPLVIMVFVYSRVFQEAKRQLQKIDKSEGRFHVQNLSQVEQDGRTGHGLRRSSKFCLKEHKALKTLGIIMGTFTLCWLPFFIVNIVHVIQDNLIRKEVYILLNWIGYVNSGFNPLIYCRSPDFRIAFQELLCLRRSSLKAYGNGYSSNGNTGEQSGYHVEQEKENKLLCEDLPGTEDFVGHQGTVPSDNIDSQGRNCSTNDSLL
PKM2 activator: increases activity of human pyruvate kinase M2 | AID 1631 | purified PKM2, Kinase-Glo ATP luminescence, activation; response scale: 0% is enzyme alone, no compound | P14618 | Potency, µM (top dose mostly 57.5 µM), for the others: top-dose activation, most hits filed as activators | 0.34% of 260,000 active; also: potency is read from the fitted curve at half-maximal effect; nearly all actives have a fitted effect of over 55% in size
Target sequence (P14618 whole entry, looked up): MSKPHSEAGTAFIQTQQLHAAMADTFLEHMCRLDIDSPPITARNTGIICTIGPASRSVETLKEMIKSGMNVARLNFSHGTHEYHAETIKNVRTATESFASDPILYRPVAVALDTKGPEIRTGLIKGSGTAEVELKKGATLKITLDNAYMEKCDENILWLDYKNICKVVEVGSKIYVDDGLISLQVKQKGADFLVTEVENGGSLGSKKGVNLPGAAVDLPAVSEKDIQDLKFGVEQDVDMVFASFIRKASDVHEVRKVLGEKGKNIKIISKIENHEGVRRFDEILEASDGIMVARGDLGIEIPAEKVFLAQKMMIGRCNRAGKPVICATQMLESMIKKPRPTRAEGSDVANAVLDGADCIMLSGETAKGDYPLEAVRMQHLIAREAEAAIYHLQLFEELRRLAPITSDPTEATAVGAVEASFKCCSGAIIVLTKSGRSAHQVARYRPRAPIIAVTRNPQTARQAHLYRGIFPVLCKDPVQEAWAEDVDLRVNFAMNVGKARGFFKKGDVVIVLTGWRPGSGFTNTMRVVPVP
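ATP formation by purified human PK-M2, quantified via coupled luciferase luminescence after 1 h at room temperature with 0.1 mM ADP and 0.5 mM PEP final.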
USP2a block: blocks human ubiquitin-specific protease USP2a; AID 463254; 0.01% of 330,000 active; O75604; USP2 core, Ub-CHOP2 coupled fluorogenic reporter, 485/531; Potency, µM (doses to about 38.3 µM), for inactives: at the highest dose activity change, negative = inhibition, hits mostly inhibitors;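 also: potency is read from the fitted curve at half-maximal effect; plate controls were DMSO wells for no effect and full inhibition by NEM control for full effect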
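Deubiquitinase activity read as fluorescence (485/531 nm) after Ub-CHOP2 cleavage activates the enterokinase reporter on its substrate; USP2 core 10nM, Ub-CHOP2 and substrate 25nM each, 30min compound preincubation then 60min RT; data normalized to NEM, curves fitted.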
* = called active by the depositor; ? = inconclusive; . = not tested or not shown; & = joins results of further samples; [ ] = another dose, or the depositor's remark. Unless noted, calls follow the shape of the dose curve; as a rule, active = well fitted curve in the direction sought with a large enough effect; inconclusive = small, poorly fitted or top-dose-only effect, or another doubt; inactive = no such curve, though single readings can be large; an effect the other way counts as inactive or inconclusive. Unless noted, % is scaled to controls: 0 for no effect and ±100 for the full control effect.

SMILES | hERG WT inh | Eya2 phos inh | Coupling enz | GALK inh | uPA surface inh | KCNH2 3.1 inh | Chronic BCR inh | Giardia kill | B2AR arrestin | PKM2 activator | USP2a block
O=C(C1=C[C@@H](C2CC2)C[C@@H](OCCCCO)O1)N1CCN(Cc2ccc3c(c2)OCO3)CC1 | . | 12% | -1 | -1% | -4% | . | -2% | 8 | 0.4% | 2% | 4%
COc1ccc([C@@H]2CC=C(C(=O)O)[C@H](c3ccccc3F)N2S(=O)(=O)c2ccc(C)cc2)cc1OC | -9 | 12% | . | . | 0% | 17 | 4% | 2 | 0.0% | . | 1%
Cc1[nH]n(-c2ccc([N+](=O)[O-])cc2)c(=O)c1/C=N/N1CCOCC1 | -1 | 3% | -2 | 7% | -5% | 0 | 0% | -13 | -0.9% | -39% | 0%
CCNC(=S)N1CCN(Cc2ccc3c(c2)OCO3)CC1 | -2 | -16% | 4 | 12% | 0% | -7 | 11% | -8 | 0.0% | 0% | -4%
CCCCCCCCc1nc(SC(C)C(=O)O)n[nH]1 (stereo unspecified) | -7 | -1% | 4 | 0% | 17% | -105* | 9% | 17 | 0.1% | -8% | 2%
COc1ccc(-c2nnn(CC(=O)N(Cc3cccs3)C(C)C(=O)NC3CCCC3)n2)cc1OC (stereo unspecified) | 2 | 13% | 7 | -2% | . | -20 | 1% | 8 | -0.1% | -1% | 3%
O=C(NC1CCN(C(=O)N2c3ccccc3Sc3ccccc32)CC1)c1ccccc1Cl | -11 | -37% | 0 | -4% | -29% | -5 | ? | -7 | -0.6% | 2% | 4%
O=C(CSc1nnc(-c2ccc(Cl)cc2)n1Cc1ccco1)Nc1ccc2c(c1)OCCO2 | 3 | -4% | 3 | 2% | . | -9 | ? | 5 | -0.1% | 5% | -20%
COC(=O)c1sccc1NS(=O)(=O)c1ccccc1 | -1 | 0% | -13 | -2% | 2% | 3 | -10% | 24 | -0.3% | 1% | 0%
COC(=O)c1sccc1Oc1c(Cl)cccc1[N+](=O)[O-] | 4 | -18% | 4 | -1% | -1% | 3 | -2% | 1 | -0.1% | 0% | 1%
CCOc1ccc2nc(NC(=O)CC3Oc4ccccc4NC3=O)sc2c1 (stereo unspecified) | -4 | -4% | 3 | 4% | 0% | 2 | ? | 3 | -1.5% | -8% | -1%
O=C1NC2(CCCCC2)C(=O)N1c1ccc(Cl)cc1 | 5 | -29% | 7 | 7% | 2% | 11 | 8% | -17 | -0.4% | 3%[11.5 µM] | 1%
NC(=O)NC(CC(=O)NCCCc1ccccc1)c1ccc(Cl)cc1 (stereo unspecified) | 4 | 6% | -2 | -2% | -8% | 12 | 1% | 9 | 0.1% | 0% | 1%
Cc1ccc(S(=O)(=O)N/N=C2/CCCCC2C2CCCCC2)cc1[N+](=O)[O-] (stereo unspecified) | -1 | 7% | 12 | -3% | 7% | -7 | 3% | -5 | -0.7% | -15% | 3%
COc1ccccc1NC(=O)Nc1ccc(C)cn1 | 2 | 2% | -1 | 5% | 0% | 1 | ? | 1 | -1.1% | 7% | 1%
CC1CC(C)CN(CCCNC(=O)c2ccc3c(c2)N(Cc2ccccc2)C(=O)c2ccccc2S3=O)C1 (stereo unspecified) | 24 | 1% | 1 | -1% | ? | -32 | ? | -14 | 1.7% | . | 0%
CCOC(=O)C1=NNC(C(=O)c2ccc(Cl)cc2)C1c1ccc(OC)cc1 (stereo unspecified) | 13 | 2% | -3 | 1% | -1% | 0 | -3% | -19 | -1.0% | 1% | -1%
COc1ccc(/C=N/n2c(-c3cc(C)[nH]n3)n[nH]c2=S)cc1OC | -5 | 1% | -1 | 3% | -12% | 20 | -5% | -25 | -0.7% | -13% | 0%
COc1ccc(C(=O)NC2CC2)cc1OC1CCN(Cc2ccc(SC)cc2)CC1 | -117* | 3% | -3 | 0% | -1% | -111* | 0% | 3 | 0.1% | . | 1%
CC1CCN(S(=O)(=O)c2cc(Br)cc(C(=O)NC3=NCCS3)c2)CC1 | -2 | 5% | 0 | 0% | 1% | 12 | 2% | -3 | 0.2% | -2% | -7%
CNC(=O)c1ccccc1S(=O)(=O)c1ccccc1C#N | -6 | 3% | -1 | -1% | 2% | 10 | -5% | -6 | 0.2% | 10% | 1%
CCC(C)C(NC(=O)C(CC(C)C)NC(=O)C(CO)NC(=O)C1CCC(=O)N1)C(=O)OC (stereo unspecified) | 5 | 4% | -3 | -1% | -67% | 8 | -1% | 10 | 0.0% | -1% | -3%
Cn1cc([C@@H]2C[C@H]3CN(Cc4cccc(Cl)c4)C(=O)[C@]34CCCN24)c2ccccc21 | -10 | -9% | 0 | 3% | -9% | -3 | 8% | -17 | 3.0% | -3% | 1%
CCOC(=O)C1CCCN(C(=O)CCCn2nnnc2CN2CCC(C)CC2)C1 (stereo unspecified) | -4 | -10% | 1 | 2% | 4% | -1 | 5% | -2 | -0.1% | . | -4%
C=CCN(Cc1ccc(Cl)s1)C(=O)CNC(=O)CNC(=O)c1ccc(Cl)cc1Cl | -3 | -1% | . | . | -3% | -4 | -1% | -3 | 0.0% | . | -6%

Whole records as entered above:
CNC(=O)c1ccccc1S(=O)(=O)c1ccccc1C#N reads hERG WT inh: -6; Eya2 phos inh: 3%; Coupling enz: -1; GALK inh: -1%; uPA surface inh: 2%; KCNH2 3.1 inh: 10; Chronic BCR inh: -5%; Giardia kill: -6; B2AR arrestin: 0.2%; PKM2 activator: 10%; USP2a block: 1%
CC1CC(C)CN(CCCNC(=O)c2ccc3c(c2)N(Cc2ccccc2)C(=O)c2ccccc2S3=O)C1 (stereo unspecified) reads hERG WT inh: 24; Eya2 phos inh: 1%; Coupling enz: 1; GALK inh: -1%; uPA surface inh: ?; KCNH2 3.1 inh: -32; Chronic BCR inh: ?; Giardia kill: -14; B2AR arrestin: 1.7%; PKM2 activator: .; USP2a block: 0%

Other results follow.
SMILES | hERG WT inh | Eya2 phos inh | Coupling enz | GALK inh | uPA surface inh | KCNH2 3.1 inh | Chronic BCR inh | Giardia kill | B2AR arrestin | PKM2 activator | USP2a block
CC(C(=O)NC1C(=O)N2C(C(=O)O)=C(CSc3nnnn3C)CSC12)n1cc(Cl)cn1 (stereo unspecified) | -5 | -26% | -9 | 4% | 2% | -10 | -2% | -30 | -0.4% | 23% | 0%
CC(C)c1nnc(NC(=O)CCC(=O)NCc2ccccc2Cl)s1 | -1 | 1% | . | -1% | -4% | 13 | -2% | 2 | 0.3% | . | 0%
CCOc1nc(C#N)nc(N2CCCCC2)n1 | -2 | -16% | 14 | 2% | -12% | 3 | ? | -3&-9 | 0.0% | -18% | 0%
CC(=O)NCCc1csc(-c2ccccc2)n1 | 4 | -27% | 2 | 1% | 11% | 15 | ? | -8 | -0.8% | 11% | -1%
CCOC(=O)N1CCN(C(=O)c2csc3c2CCCCC3)CC1 | -15 | -20% | -1 | -1% | -10% | 0 | -17% | 4 | 0.0% | -6% | 2%
Nc1nn2c(-c3ccccc3)cc(=O)[nH]c2c1N=Nc1ccc(O)cc1 | -1 | -5% | -11 | 0% | -4% | 12 | ? | -3 | 0.0% | -7% | 2%
Cc1ccc(C)n1-c1ccc(C(=O)N/N=C/c2ccncc2)cc1 | -15 | 13% | 1 | 0% | -5% | -1 | -18% | 7 | 0.0% | 1% | 14%
O=C(Nc1ccncc1)C1CCN(S(=O)(=O)c2ccccc2C(F)(F)F)CC1 | 5 | 8% | . | -9% | -21% | 1 | -8% | -26 | -0.7% | 0% | -1%
Cc1cccc(Cn2c(=O)c3c(nc4n3CCCN4Cc3ccccc3)n(C)c2=O)c1 | 4 | -12% | -2 | 0% | 10% | 2 | 5% | 10 | 0.0% | 2% | 0%
CCOC(=O)c1c(C)sc2c1N(C(=O)CCl)c1cc(Cl)ccc1S2 | 4 | -16% | 5 | -3% | -18% | 13 | ? | -2 | -0.1% | 5% | -3%
COc1ccc(-c2nc(CN3CCN(Cc4ccccc4)CC3)c(C)o2)cc1 | 19 | 4% | 2 | 3% | -8% | 2 | -1% | -25 | 0.2% | -4% | 0%
CCOc1ccc(N(CC(=O)Nc2ccc(C)cc2)S(=O)(=O)c2c(C)[nH]c(=O)[nH]c2=O)cc1 | 15 | -12% | 7 | . | 3% | -1 | 1% | 5 | 0.8% | 25% | 1%
Cc1ccccc1C(=O)Nc1c(C(=O)N2CCCC2)cnn1-c1ccccc1 | -1 | 3% | 3 | 2% | 6% | 23 | 8% | 18 | -0.1% | -5% | 3%
CCC(c1n[nH]c(=S)n1-c1ccccc1)N(C)C (stereo unspecified) | 0 | 4% | 0 | 0% | 3% | 4 | 0% | -17 | -0.2% | 5% | 7%
COCCNC(=O)Cn1ncc2ccsc2c1=O | -6 | -5% | -2 | 2% | 7% | 16 | -8% | -7 | -0.2% | 1% | 1%
CCCCc1nnc(NC(=O)CSc2nc(C)cc(=O)[nH]2)s1 | 1 | 11% | 0 | -2% | . | 3 | -1% | -8 | 0.1% | -4% | 5%
CC(C)c1ccc(OCc2ccc(C(=O)N(C)C)o2)cc1 | -1 | -2% | 0 | 3% | -4% | -35 | -4% | -4 | 0.3% | . | 2%
